PAX8 reporter: PAX8 transcriptional activity inhibition | RMG-I TPO-luciferase reporter, SteadyGlo, 24 h | inhibition, % at 12.6 µM | hit rate 1.2% among 360,000;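 active means mean replicate inhibition at least 60% with every replicate also reaching 60%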;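 further: luciferase light reporting Pax8 driven TPO promoter activity; plate controls were median of neutral control wells for no effect and mitoxantrone controls for full effect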
FN deposit inh: fibronectin deposition inhibition | AH1F fibroblasts, Alexa488-fibronectin deposition fluorescence, overnight | inhibition, % at 12.6 µM | hit rate 0.086% among 350,000 | AID 743247;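 active means mean inhibition across replicates of 30% or more, regardless of how many single replicates reach that level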;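 further: positive control wells lacked labelled fibronectin entirely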
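Assay system: AH1F fibroblasts assembling fluorescent fibronectin matrix; Amount: 10000 AH1F cells per well; Buffer or medium: DMEM, 2% serum; Probe or stimulus: Alexa488-fibronectin, 24 nM final in well; Doses: single compound dose, delivered by pin transfer; Incubation: 1 h adhesion, overnight exposure; Measured by: fluorescence 485/525 nm; Read-out: fibronectin deposition inhibition.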
LGR2 inh: Drosophila LGR2 receptor signaling inhibition. HEK293 LGR2, CRE-luciferase, bursicon-stimulated, 4 h. inhibition, % at 9.99 µM. hit rate 0.35% among 380,000. AID 720647;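 active means drop in luminescence signal, shown as inhibition above about 50% in the replicate tests, limit read from the data, passing the limit was not always enough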;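 further: agonist challenge used bursicon conditioned medium at about half maximal strength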
An asterisk follows results filed as active.

SMILES | PAX8 reporter | FN deposit inh | LGR2 inh
O=S(=O)(/C=C/c1ccccc1)NC1CCCCCCC1 | 12 | 4 | -5
COC(=O)c1cc(OC)c(OC)cc1NCC(=O)Nc1ccc(OC)c(OC)c1 | 11 | 0 | -13
C/C(=N\NC(=O)c1ccc([N+](=O)[O-])c(C)c1)c1ccccc1Cl | -41 | 4 | -16
O=C(CCSCCC(=O)Nc1ccccc1F)Nc1ccccc1F | -7 | 1 | 2
Cc1cc(C)c(C)c(S(=O)(=O)N2CCN(CC(=O)Nc3ccc([N+](=O)[O-])cc3)CC2)c1C | 20 | -8 | -7
O=C(O)C1C2CCC(O2)C1C(=O)Nc1ccc(O)cc1 (stereo not drawn) | -8 | -3 | 19
CCn1ncc(/C=C/C(=O)c2ccccc2)c1C | -166 | -2 | -12
O=C(NCCc1ccccc1)Nc1ccc(Cl)cc1 | -145 | 1 | -55
COc1ccc(N2CCC(CNC(=S)Nc3cccc(OC)c3)C2)cc1 (stereo not drawn) | 23 | 4 | -2
CCC(Oc1ccccc1)C(=O)NCc1ccc(S(N)(=O)=O)cc1 (stereo not drawn) | 8 | 5 | 5
CCOC(=O)c1sc2nc(N3CCOCC3)c3c(c2c1N)CC(C(C)C)OC3 (stereo not drawn) | -18 | 5 | 8
CC12CCCCC1N(O)C(=O)C(=O)N2O (stereo not drawn) | 1 | 0 | -6

Entries of single compounds as entered above. Order of screens: PAX8 reporter | FN deposit inh | LGR2 inh
O=C(CCSCCC(=O)Nc1ccccc1F)Nc1ccccc1F across the screens: -7 | 1 | 2
CCOC(=O)c1sc2nc(N3CCOCC3)c3c(c2c1N)CC(C(C)C)OC3 (stereo not drawn) across the screens: -18 | 5 | 8
CC12CCCCC1N(O)C(=O)C(=O)N2O (stereo not drawn) across the screens: 1 | 0 | -6
COC(=O)c1cc(OC)c(OC)cc1NCC(=O)Nc1ccc(OC)c(OC)c1 across the screens: 11 | 0 | -13
CCC(Oc1ccccc1)C(=O)NCc1ccc(S(N)(=O)=O)cc1 (stereo not drawn) across the screens: 8 | 5 | 5

Next records
SMILES | PAX8 reporter | FN deposit inh | LGR2 inh
COc1ccccc1CNC(=O)C/C(C)=N/NC(=O)COc1ccc(C)cc1Br | 0 | -10 | -6
c1ccc(-c2ccnc3ncnn23)nc1 | -10 | -5 | -3
CC(C)C(NC(=O)c1ccccc1)C(=O)N/N=C\c1ccco1 (stereo not drawn) | -25 | -1 | 3
CC1CC(=O)NN=C1c1ccc(N)c([N+](=O)[O-])c1 (stereo not drawn) | -1 | 4 | -5
CC(C)=CCN1CCN(CCCn2cccn2)CC1CCO (stereo not drawn) | 1 | 6 | -2
CC(C)(C)C(=O)Nc1ccc(C(=O)N/N=C/c2ccccc2OC(=O)c2ccc(Cl)cc2)cc1 | 10 | 0 | 27
COC(=O)c1sccc1NC(=O)c1ccccc1[N+](=O)[O-] | 21 | -5 | 11
CCOC(=O)c1ccc(N2Cc3ccccc3C2=NC(=O)c2cccs2)cc1 | -38 | -2 | 7
O=C(NCC1(c2ccccc2)CCCC1)c1ccc(Br)cc1 | 8 | -6 | 12
Cc1cc(C)nc(Sc2ccc([N+](=O)[O-])cc2[N+](=O)[O-])n1 | 94* | 1 | 20
Cc1nn(C)cc1CN(C)C(=O)CC12CC3CC(CC(C3)C1)C2 | -28 | 5 | -4
Cn1c2ccccc2c(=O)c2c(=O)n(-c3ccccc3)c(C3CCCCC3)nc21 | 9 | 4 | 8
CCn1nnnc1-c1ccc(OC)c(S(=O)(=O)Nc2ccc(C)c(C)c2)c1 | 11 | 3 | -15
CN(CC(=O)N1CCN(c2cccc(Cl)c2)CC1)S(=O)(=O)c1cnc[nH]1 | 5 | 0 | 8
O=C(Nc1ccc2cn[nH]c2c1)c1ccccc1F | -7 | 2 | 2
COc1ccc(C/C(C)=N/NC(=O)C2COc3ccccc3O2)cc1 (stereo not drawn) | 14 | -5 | -6
CCc1ccc(OCCOCC(O)CNC(C)CC)cc1 (stereo not drawn) | -9 | -1 | -15
CCc1ccc(NC(=O)C2CC(=O)Nc3ncnn32)cc1 (stereo not drawn) | 12 | -1 | -13
O=C(Nc1ccc(F)c(Cl)c1)NC1CC1 | 20 | -2 | 0
CCCC(NC(=O)c1ccco1)c1nc2ccccc2[nH]1 (stereo not drawn) | 12 | 0 | 8
CC1=C(C(=O)OC(C)C)C(c2cncc(-c3ccc(F)cc3)c2)C(C#N)=C(N)O1 (stereo not drawn) | 20 | 3 | -7
Cc1cc(C)c(NC(=O)COC(=O)/C=C/c2cccs2)c(C)c1 | -8 | -13 | 0
COc1ccc(CNC(=O)CSc2n[nH]c(C)c2[N+](=O)[O-])cc1 | -5 | 0 | -14
CCCCOc1ccc(C(=O)N/C(=C\c2ccc([N+](=O)[O-])cc2)C(=O)OCc2ccco2)cc1 | 21 | -3 | 36
CSc1nnc(C)c(=O)n1COC(=O)c1ccc(S(=O)(=O)N(C)C)cc1 | -9 | 6 | 11
N#CC1=C(N)NC(SCC(=O)c2ccccc2)=C(C#N)C12CCCC2 | -11 | -2 | -6
CCc1ccc(NC(=S)NC2CCN(Cc3ccccc3)CC2)cc1 | 3 | 6 | 9
O=C(O)CCSc1nnc(CNc2ccc(Cl)cc2)n1Cc1ccccc1 | -4 | 7 | -1
Nc1nc(CSc2ncn[nH]2)nc(Nc2ccc(F)cc2)n1 | -73 | -7 | -18
Cc1nc2ccc(F)cc2cc1C(=O)Nc1cccc(Cl)c1C | 3 | -5 | -8
O=C(CCN1C(=O)c2ccccc2C1=O)C1=NN[C@@H]2C(=O)N(c3ccc(F)cc3)C(=O)[C@H]12 | 10 | -3 | -4
CC1CCCC(C)N1NC(=S)Nc1ccc(OC(F)F)cc1 (stereo not drawn) | 18 | -1 | -3
O=C(Cc1noc2ccccc12)Nc1ccccn1 | -82 | -1 | -33
Cc1ccc(C(=O)N/C(=C\c2cccs2)C(=O)NCC2CCCO2)cc1C (stereo not drawn) | 6 | 0 | -4
Cc1ccc(-c2csc(NC(=O)c3ccc(C)o3)n2)cc1 | -24 | 2 | -11
CCCCNC(=O)NNC(=O)COc1cc(C)cc(C)c1 | -16 | 1 | -8
O=C(O)C1C2CCC(O2)C1C(=O)NCc1ccc(Cl)cc1 (stereo not drawn) | 3 | 6 | 4
O=C(NCC1(c2ccccc2)CCCC1)c1ccc(Br)o1 | -7 | 3 | 18
C=C1CC(C(=O)N/N=C/c2ccc(O)cc2)C1 | 6 | 4 | -10
O=C(CSc1nncs1)Nc1ccc(Cl)cn1 | -23 | -3 | -16
O=C(CNC1=NCCC1)c1ccc(Cl)cc1 | 3 | -9 | 10
CCOc1c(/C=C(\C#N)C(N)=O)c2ccccc2n1CC | -25 | 0 | 8
COc1ccc(/C=N/NC(=O)CNC(=O)c2cccs2)cc1 | -24 | -3 | -7
Nc1ccc2nc(-c3cccnc3)[nH]c2c1 | -11 | -3 | 35
C/C(=N\N(C)C)C1=C(O)c2ccccc2C1=O | -89 | -3 | -21
CC(C)C(NC(=S)Nc1ccccc1)C(=O)O (stereo not drawn) | 14 | -2 | 0
CCOC(=O)c1ccccc1NC(=O)c1cn(-c2ccc(C)c(C)c2)c(=O)c2ccccc12 | 12 | -1 | -13
O=C(CNC(=O)c1ccccc1)OCc1cccc([N+](=O)[O-])c1 | -11 | -4 | -5
O=C(NCCc1ccccn1)c1cc(-c2cccc3ccccc23)nc2ccccc12 | -1 | -6 | 16
COc1ccc(CNC(=O)C/C(C)=N/NC(=O)Cc2ccc(OC)c(OC)c2)cc1 | 0 | -3 | 26
CCOC(=O)C1=NN(c2ccc([N+](=O)[O-])cc2)CC1C(=O)OC (stereo not drawn) | -17 | -2 | 12
O=C(N/N=C/c1ccc2c(c1)OCO2)C(O)c1ccccc1 (stereo not drawn) | -52 | 1 | -37
COc1ccc2nc(/C=N/NC(=O)[C@H](CCSC)NC(=O)OC(C)(C)C)ccc2c1 | 4 | -5 | -14
O=C(CN1C(=O)C2C3CC(C(Br)C3Br)C2C1=O)N1CCOCC1 (stereo not drawn) | 5 | 5 | -7
Fc1ccccc1NC(=S)N1CCN(C/C=C/c2ccccc2)CC1 | 28 | 3 | -3
CC(C)(C)C1CCC(=NNC(=O)c2ccccc2-n2cccc2)CC1 (stereo not drawn) | 14 | 1 | -12
O=C(O)CCC(=O)NNC(=O)c1cccc(Cl)c1 | -7 | 2 | -10
O=C(COC(=O)c1sc2ccccc2c1Cl)NC1CCCCC1 | -4 | 0 | -18
Cc1ccc(NC(=O)CSCC#N)cc1Cl | -13 | 0 | 4
Cc1ccc(-n2nnnc2C(Cl)c2nnnn2-c2ccc(C)cc2)cc1 | 18 | -2 | -3
New compounds follow
SMILES | PAX8 reporter | FN deposit inh | LGR2 inh
Nc1nonc1C(=O)OCC(=O)c1ccc(Cl)cc1 | -5 | 0 | 4
CC1CCCCN1S(=O)(=O)c1ccc(S(=O)(=O)N(CC(=O)Nc2ccccc2)Cc2cccs2)cc1 (stereo not drawn) | -15 | 0 | 5
CCCN(CCC)S(=O)(=O)c1ccc(C(=O)Nc2nc(-c3ccccc3)c(C(=O)OCC)s2)cc1 | 3 | -8 | 20
O=c1c2c(nc3cc(-c4ccc(F)cc4)[nH]n13)CCC2 | -63 | -1 | -9
COc1ccc(CNC(=O)C/C(C)=N/NC(=O)Cc2ccc(OC)cc2)cc1 | -1 | -2 | 12
O=C(/C=C\c1ccc(-c2ccccc2)o1)c1ccccc1 | -21 | -2 | -66
CC12CCC(C(=O)N(NC(=O)c3cccnc3)C1=O)C2(C)C (stereo not drawn) | 0 | -11 | 18
Cc1cc(C)n(-c2ccc(C(=O)O)cc2)n1 | -10 | 11 | -2
CCOC(=O)CSc1nnc(NC(=O)c2cccc([N+](=O)[O-])c2C)s1 | 11 | 3 | 16
O=C(N/N=C\c1cccc(OC(=O)c2ccco2)c1)c1ccc2c(c1)OCO2 | -70 | -5 | -4
Brc1ccc(CNCc2cccs2)cc1 | -23 | -6 | 15
O=S(=O)(c1ccc(Cl)cc1)N1CCN=C1SCc1ccc(Cl)c(Cl)c1 | -1 | -9 | 19
N=c1n(Cc2ccccc2)c2ccccc2n1Cc1ccccc1 | 34 | 2 | 14
CC(OC(=O)c1cccnc1)C(=O)NCc1ccc2c(c1)OCO2 (stereo not drawn) | 8 | -4 | 9
COc1ccc2nc(SCC(=O)NCc3ccc4c(c3)OCO4)[nH]c2c1 | -2 | 0 | 1
Cc1cccc(N2CC(C(=O)Nc3nnc(SCC(=O)Nc4nccs4)s3)CC2=O)c1 (stereo not drawn) | -9 | 0 | 0
Fc1cccc2sc(Nc3nc4c(F)cccc4s3)nc12 | -12 | -4 | -46
CCCCC(=O)Nc1ccc(C(=O)Nc2ccc(S(=O)(=O)Nc3ccc(C)cc3)cc2)cc1 | 10 | -2 | 0
NC(=O)Cc1ccc2sc(-c3ccccc3)nc2c1 | -167 | -1 | -44
O=C(NC(=S)Nc1cccnc1)c1cc2ccccc2o1 | -84 | -1 | -50
CC(C)CC(=O)Nc1cccc(NC(=O)c2ccccc2Cl)c1 | -17 | -6 | 11
Cc1ccc(-n2nc(CC#N)c(C#N)c2N)cc1 | 1 | 7 | -10
Cc1ccc(C)c(OCC(=O)N/N=C/c2c(C)nn(-c3ccccc3)c2Cl)c1C | -13 | -4 | 2
CCOC(=O)C1=C(C)NC(=S)NC1c1cccs1 (stereo not drawn) | -1 | -7 | 7

Ordered by value in LGR2 inh (ascending): three of the compounds above.
molecule,LGR2 inh
CCCCC(=O)Nc1ccc(C(=O)Nc2ccc(S(=O)(=O)Nc3ccc(C)cc3)cc2)cc1,0
COc1ccc2nc(SCC(=O)NCc3ccc4c(c3)OCO4)[nH]c2c1,1
CC(OC(=O)c1cccnc1)C(=O)NCc1ccc2c(c1)OCO2 (stereo not drawn),9

(further entries)
SMILES | PAX8 reporter | FN deposit inh | LGR2 inh
Cc1ccc(CN2CCN(/N=C/c3cc(Br)cc(Br)c3O)CC2)cc1 | -51 | 0 | 2
COc1ccc(OCCC(=O)OCC(=O)NCc2ccccc2)cc1 | -15 | 0 | -3
CCOC(=O)CSc1nc2sc(C)c(C)c2c(=O)n1N | -21 | 3 | 1
Oc1[nH]c(=S)sc1/C=C1\C(c2ccccc2)=Nc2ccccc21 | 11 | 1 | -4
COCCCNC(=S)N1CCN(S(C)(=O)=O)CC1 | 0 | 3 | 20
CCOC(=O)c1ccc(N=Nc2c(C)c(C#N)c(O)[nH]c2=O)cc1 | 24 | -2 | -91
CC(/C=N\NC(=O)CN1CCN(S(=O)(=O)c2ccc(C)cc2)CC1)=C\c1ccccc1 | -22 | -3 | 2
O=C(NC(=S)N1CCCCC1)c1cccs1 | 0 | 2 | 3
Nc1c(C(=O)N/N=C/c2cccnc2)cnn1-c1ccccc1 | -63 | 1 | -16
S=c1[nH]nc(-c2ccco2)n1C1CCCCC1 | 34 | 4 | 11
Cn1nccc1C(=O)Nc1ccn(C23CC4CC(CC(C4)C2)C3)n1 | -46 | -13 | 0
CCn1c(=O)c([N+](=O)[O-])c(NCC(O)c2ccccc2)c2ccccc21 (stereo not drawn) | -61 | 3 | -7

This is a subset; rates above refer to the full screens.
